PLCb3 inh: human PLC-beta3 inhibitors, primary screen, biochemical, fluorescence | 1-phosphatidylinositol 4,5-bisphosphate phosphodiesterase beta-3 (Homo sapiens), Q01970 | Purified PLC-beta3, fluorogenic substrate | 370,000 tested, 0.18% active | inhibition, % at 12.2 µM | AID 720704, 2013; in the data active means inhibition above about 11%;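 further: 0% = median of compound wells on plate and 100% = full blocker control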
ARFGAP1 inh: inhibitors of rat ARFGAP1 GAP activity, primary screen, biochemical, fluorescence polarization, GDP tracer | Arfgap1-stimulated ARF1 GTP hydrolysis, GDP FP detection | inhibition, % at 16.5 µM | 360,000 tested, 0.26% active | AID 651572, 2012;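 active means inhibition above a per-plate limit, mean inhibition of low control wells plus 3 SD, cut at about 25% in these data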;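 further: 0% = DMSO wells with enzyme and 100% = wells lacking Arfgap1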
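System: truncated rat Arfgap1 GAP domain / Benchmarks: high control wells lacking Arfgap1, low control full reaction with DMSO / Times: compound-enzyme preincubation 20 min, reaction 120 min, detection 60 min, 25 °C / Repeats: one replicate per compound / Also added: human ARF1(Δ1-17)-GTP substrate / Measured by: Tracer-displacement fluorescence polarization with EDTA stop, 620/688 nm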
TDP2 inh: human TDP2 enzyme inhibitors, primary screen, biochemical, epi absorbance, recombinant enzyme | inhibition, % at 12.8 µM | AID 720702, 2013 | Tyrosyl-DNA phosphodiesterase 2 (Homo sapiens), O95551 | T5PNP hydrolysis, p-nitrophenol absorbance 415 nm | 370,000 tested, 0.34% active;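 active means inhibition above the mean of all tested compounds plus 3 SD, set per campaign, cut at about 25% in these data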;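 further: 0% = DMSO with enzyme and 100% = buffer with substrate but no TDP2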
Target sequence (O95551 whole entry, looked up): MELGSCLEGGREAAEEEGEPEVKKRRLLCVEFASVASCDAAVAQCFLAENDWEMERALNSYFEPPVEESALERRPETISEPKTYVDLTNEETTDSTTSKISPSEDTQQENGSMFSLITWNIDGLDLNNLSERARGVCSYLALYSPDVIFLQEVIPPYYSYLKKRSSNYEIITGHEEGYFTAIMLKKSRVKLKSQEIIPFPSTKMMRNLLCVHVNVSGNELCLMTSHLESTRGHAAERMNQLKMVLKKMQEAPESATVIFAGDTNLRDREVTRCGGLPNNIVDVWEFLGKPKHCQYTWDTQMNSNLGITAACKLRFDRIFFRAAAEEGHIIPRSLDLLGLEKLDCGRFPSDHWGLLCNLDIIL
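System – recombinant human TDP2 · Amount – 120 nM TDP2 per well · Buffer or medium – Mg2+-containing Tris-HCl buffer, pH 7.5 · Reagent – T5PNP substrate, 5 mM · Dosing – 12.8 µM single point, 1% DMSO · Incubation – 2 h at 37 °C · Measured by – epi absorbance · Read-out basis – percent inhibition · Benchmarks – high control without enzyme, low control DMSO plus TDP2 · Repeats – singlicate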
Tn7 DDE FP: inhibitors of Tn7 peptide binding to fibrin DD(E), primary screen, biochemical, fluorescence polarization, human fibrin, Tn7 probe. Fibrinogen beta chain (Homo sapiens), P02675. FP displacement of FITC-Tn7 peptide from fibrin DD(E); 0% = median of compound wells per plate. inhibition, % at 8.3 µM. 370,000 tested, 0.13% active. AID 720508, 2013;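 active means inhibition above the mean of compounds falling within the control limits plus 3 SD of them, cut at about 14% in these data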;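 further: 0% = plate median of compound wells and 100% = 10 µM Aha-Tn7 peptide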
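Assay system: human fibrin DD(E). Input: DD(E) 2 µM final. Medium: Tris buffer with calcium and detergent, pH 7.8. Compound dosing: single point at 8.3 µM. Timing: 10 min plus 3 h, room temperature. Technique: fluorescence polarization of the labelled Tn7 tracer. Read-out: percent inhibition. Replicates: singlicate testing.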
ADAM10 inh: human ADAM10 inhibitors, primary screen, biochemical, QFRET, HTS. inhibition, % at 7 µM. Disintegrin and metalloproteinase domain-containing protein 10 (Homo sapiens), O14672. 370,000 tested, 0.62% active. recombinant ADAM10, EDANS/DABCYL FRET peptide cleavage, 3 h. AID 720582, 2013;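 active means inhibition above a per-campaign cutoff equal to the mean of compounds falling between control-based bounds plus 3 SD, cut at about 20% in these data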;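 further: 0% = DMSO wells while the 100% control is not disclosed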
Target sequence (O14672 214-748 limits assumed): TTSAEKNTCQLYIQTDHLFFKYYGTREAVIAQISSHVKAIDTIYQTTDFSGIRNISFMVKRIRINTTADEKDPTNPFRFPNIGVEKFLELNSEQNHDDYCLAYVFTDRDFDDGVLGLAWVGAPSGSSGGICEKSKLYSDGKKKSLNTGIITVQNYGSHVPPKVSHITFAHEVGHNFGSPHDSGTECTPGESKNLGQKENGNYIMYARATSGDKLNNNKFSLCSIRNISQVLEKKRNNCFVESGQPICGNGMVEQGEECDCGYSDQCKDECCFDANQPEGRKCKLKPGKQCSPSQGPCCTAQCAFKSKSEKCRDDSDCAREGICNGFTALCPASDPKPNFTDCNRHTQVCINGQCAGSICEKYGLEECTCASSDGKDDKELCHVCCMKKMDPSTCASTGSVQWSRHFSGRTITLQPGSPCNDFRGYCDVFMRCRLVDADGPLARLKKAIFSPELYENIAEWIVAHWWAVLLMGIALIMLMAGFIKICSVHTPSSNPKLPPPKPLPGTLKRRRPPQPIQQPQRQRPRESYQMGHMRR
SIAE primary: human SIAE inhibitors, primary screen, biochemical, fluorescence polarization, FP-Rh probe, 1536-well HTS. Sialate O-acetylesterase (Homo sapiens), Q9HAT2. AID 1053197, 2014. 370,000 tested, 0.69% active. SIAE FP-Rh probe binding. inhibition, % at 9.66 µM;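 active means inhibition above a cutoff: mean of compounds within the control limits plus 3 SD of those, cut at about 17% in these data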;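 further: 0% = plate median of compound wells and 100% = probe without SIAE protein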
Tn6 DDE FP: inhibitors of Tn6 peptide binding to fibrin DD(E), primary screen, biochemical, fluorescence polarization, human fibrin, Tn6 probe; 370,000 tested, 0.21% active; inhibition, % at 8.3 µM; Fibrinogen beta chain (Homo sapiens), P02675; Fibrin DD(E) TRITC-Tn6 fluorescence polarization displacement;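 active means inhibition above a per-campaign cutoff: mean of compounds within control limits plus 3 SD, cut at about 15% in these data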;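 further: 0% = median of all compound wells on the plate and 100% = blocking peptide control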
ASAP1 GAP inh: inhibitors of human ASAP1 ArfGAP activity, primary screen, biochemical, fluorescence polarization; ASAP1-stimulated ARF1 GTP hydrolysis, GDP FP detection; inhibition, % at 16.5 µM; 360,000 tested, 0.19% active; AID 624377, 2012; Arf-GAP with SH3 domain, ANK repeat and PH domain-containing protein 1 (Homo sapiens), …; in the data active means inhibition above about 25%;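 further: 0% = vehicle with enzyme and substrate and 100% = no enzyme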
PLC-gamma1 inh: PLC-gamma1 enzyme inhibitors, primary screen, biochemical, fluorescence, purified enzyme; inhibition, % at 12.2 µM; fluorogenic substrate; 1-phosphatidylinositol 4,5-bisphosphate phosphodiesterase gamma-1 (Homo sapiens), P19174; 370,000 tested, 0.84% active; in the data active means inhibition above about 9.5%
ADAM17 inh: ADAM17 inhibitors, primary screen, biochemical, QFRET; Disintegrin and metalloproteinase domain-containing protein 17 (Homo sapiens), P78536; recombinant ADAM17, EDANS/DABCYL FRET peptide cleavage; inhibition, % at 6.95 µM; 370,000 tested, 0.83% active;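 active means inhibition above the mean of compounds lying between control limits plus 3 SD, set per campaign, cut at about 8.5% in these data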;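 further: 0% = DMSO-only wells as the low control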
Numbers without * were called inactive; . = no result given. Compounds were not picked by outcome; overall some 3.6% were active at least once.

entry	PLCb3 inh	ARFGAP1 inh	TDP2 inh	Tn7 DDE FP	ADAM10 inh	SIAE primary	Tn6 DDE FP	Structure	ASAP1 GAP inh	PLC-gamma1 inh	ADAM17 inh
1	-1	2	0	-5	-8	6	1	Cc1sc2nc(C3CC3)nc(NCCNS(C)(=O)=O)c2c1C	-20	-3	-7
2	-88	1	4	-6	-5	1	-1	Oc1ccccc1/C=C/c1noc(-c2ccccc2O)n1	-1	-59	-4
3	0	-2	-5	3	-1	-7	2	Cc1ccc(S(=O)(=O)N2CCCCC2CCNC(=O)C(=O)NCc2ccco2)cc1 (stereo not drawn)	-7	1	-1
4	-16	9	6	-4	-10	-3	-5	COc1cccc(-c2onc3ccc(C4(C)OCCO4)cc23)c1	-6	-12	-5
5	-2	-2	4	5	-3	0	-1	Cc1ccnc2nc(C(=O)OCC(=O)Nc3ccc([N+](=O)[O-])cc3Br)nn12	2	1	-1
6	-1	0	4	6	0	3	-2	COc1ccccc1-c1cc(C(=O)N2CCCCC2)no1	-3	-2	-1
7	0	-1	4	-1	4	-5	-5	COc1ccc(CNC(=O)C2(CC3CC(c4ccccc4)=NO3)CCN(C(=O)OC(C)(C)C)CC2)cc1 (stereo not drawn)	9	0	-1
8	6	1	-10	3	-12	-6	-8	CCS(=O)(=O)NCCNc1ccc([N+](=O)[O-])cc1	11	7	2
9	1	-2	10	-7	-9	-5	3	Cc1ccccc1NC1=C(Cl)C(=O)OC1NC(=O)c1ccccc1 (stereo not drawn)	-9	1	-1
10	-2	8	2	5	-8	6	0	CN(C)S(=O)(=O)c1ccc(C(=O)OCC2COC(C)(C)O2)cc1 (stereo not drawn)	-4	-2	-3
11	-9	13	-3	10	-7	-11	6	NNC(=O)Cn1c(-c2ccccc2)cc2ccccc21	-7	-2	-4
12	2	-2	-8	0	-6	3	-5	COC(=O)C(/C=N/OCc1ccc([N+](=O)[O-])cc1)NC(=O)c1ccccc1 (stereo not drawn)	3	3	-1
13	-110	12	-2	-1	-67	-30	10	COc1ccc(C#Cc2ccc3c(c2)O[C@H](CN(C)S(=O)(=O)c2ccccc2F)[C@H](C)CN([C@H](C)CO)S3(=O)=O)cc1	2	-84	-16
14	-8	5	6	5	-4	2	2	COCCNC(=O)C(=O)NCC1OCCN1S(=O)(=O)c1cccs1 (stereo not drawn)	-7	-2	-7
15	-45	-4	-13	-5	1	-8	-7	N#C/C(=C\c1cn(Cc2ccc(F)cc2)c2ccccc12)C(=O)NCc1ccco1	-8	-34	-1
16	-2	5	-3	-5	4	-24	-7	CC(C)Oc1cc(F)ccc1-c1cc(C(=O)Nc2ccc(C(C)C)cc2)[nH]n1	2	1	4
17	-2	1	-6	-5	-1	-2	6	CCN1C(=O)CSC1=Nc1ccc(Cl)c(Cl)c1	0	-1	2
18	4	-10	-1	-7	17	-5	-13	COC(=O)[C@]12CCCCC=C1N(CCc1ccc(OC)c(OC)c1)C(=O)[C@H](CC(=O)NCc1cccc3ccccc13)C2	5	1	5
19	-28	-8	-9	1	-17	8	11	COc1ccc(C(=O)N/C(=C\c2cn(C)c3ccccc23)C(=O)N2CCOCC2)cc1OC	-3	-11	-7
20	-3	4	10	2	-1	-3	-6	CC(=O)CCc1ccc(OCCCCn2cncn2)cc1	4	1	-2
21	-14	-9	4	8	7	-3	-6	N#Cc1ccc(C(=O)Nc2cccc3cccnc23)c(F)c1	2	-1	-2
22	2	7	5	0	-9	8	-3	CCN(c1ccccc1)S(=O)(=O)c1ccc(C(=O)NC2CCCCC2)cc1	-6	0	-3
23	2	0	9	-1	0	3	3	Cc1ccccc1S(=O)(=O)c1c(C)cc(C)n(C(C)C)c1=O	7	-1	-2
24	-11	3	4	4	0	-11	-7	CC(=O)c1cccc(NC(=S)NCc2ccco2)c1	-6	-5	-2
25	5	-1	3	4	-10	5	5	C[C@@H]1CN([C@@H](C)CO)C(=O)CCCn2cc(nn2)CO[C@H]1CN(C)C(=O)Nc1ccc(C(C)(C)C)cc1	-13	0	-3
26	-8	11	-1	-4	-3	-4	10	CCC1(c2ccc(OC)cc2)NC(=O)N(CC(=O)c2ccc3c(c2)OCCO3)C1=O (stereo not drawn)	9	0	-3
27	-76	-15	-5	3	-231	-11	6	O=C(NCCO)c1cc2c([nH]c3ccccc32)c(-c2ccccc2)n1	7	-55	-104
28	-10	12	-5	6	4	0	-2	CN1C(=O)/C(=C\c2ccc(OC(=O)c3ccco3)cc2)SC1=S	3	1	-5
29	-3	10	9	-7	-3	4	2	Cc1cc(NC(=O)CN2CCN(c3ncccn3)CC2)no1	-1	0	-2
30	0	3	7	7	-8	-1	6	COc1ccc(N(CC(=O)NCc2ccc3c(c2)OCO3)S(=O)(=O)c2c(C)nn(C)c2C)cc1	6	-2	-2

Just PLC-gamma1 inh, ASAP1 GAP inh and PLCb3 inh, for three of the compounds above:
| nr | structure | PLC-gamma1 inh | ASAP1 GAP inh | PLCb3 inh |
| --- | --- | --- | --- | --- |
| 2 | Oc1ccccc1/C=C/c1noc(-c2ccccc2O)n1 | -59 | -1 | -88 |
| 3 | Cc1ccc(S(=O)(=O)N2CCCCC2CCNC(=O)C(=O)NCc2ccco2)cc1 (stereo not drawn) | 1 | -7 | 0 |
| 4 | COc1cccc(-c2onc3ccc(C4(C)OCCO4)cc23)c1 | -12 | -6 | -16 |

Next entries:
entry	PLCb3 inh	ARFGAP1 inh	TDP2 inh	Tn7 DDE FP	ADAM10 inh	SIAE primary	Tn6 DDE FP	Structure	ASAP1 GAP inh	PLC-gamma1 inh	ADAM17 inh
31	1	-2	-1	-8	-8	3	7	CC(C)Cc1nnc(NC(=O)CCc2ccccc2)s1	-8	0	0
32	-4	-7	-4	-10	-24	-4	1	CCOc1ccccc1-c1cc(NC)ncn1	10	-5	-7
33	13*	4	-2	0	11	0	1	CCOC(=O)CSc1nnc(NC(=O)c2cccc([N+](=O)[O-])c2)s1	9	5	4
34	4	6	-6	4	3	-5	2	CC(C)c1nc(-c2ccc([N+](=O)[O-])cc2)cs1	-4	-3	-1
35	-2	-1	-1	-1	-3	-4	6	COc1ccc(Cl)cc1NC(=O)C1CCCN(c2ncnc3c2nc2n3CCCCC2)C1 (stereo not drawn)	13	0	-4
36	-36	-3	-15	0	-31	-1	-7	Cc1ccc(Cl)cc1N1CCN(Cc2cc(=O)n3ccsc3n2)CC1	0	-18	-14
37	-5	-8	4	-1	7	-7	2	CCOC(=O)Cc1nnc(NC(=O)C(CC)Sc2nnc3c4ccccc4n(C)c3n2)s1 (stereo not drawn)	-14	-2	-1
38	-51	.	5	5	-15	-3	-4	COC(=O)C[C@@H]1CC[C@H]2[C@@H](COc3ccc(NC(=O)c4ccc(Cl)cc4)cc3C(=O)N2C)O1	.	12*	-10
39	-3	5	7	1	-10	0	-1	CC1(C(=O)NS(=O)(=O)c2cccs2)CCN1C(=O)CC1CCCCC1 (stereo not drawn)	-3	2	-6
40	0	-5	-14	7	-15	-10	4	Cc1c(-c2cc(C(=O)O)on2)cnn1C	-11	0	-1
41	10	0	-7	11	0	0	-2	CCCn1nnnc1SCC(=O)Nc1nnc(CC)s1	8	4	1
42	3	5	1	3	-4	-7	4	CCCCNC(=O)CSc1nc2ccc(C)cc2[nH]1	-2	0	1
43	-7	6	12	1	-6	4	4	O=C(c1ccc2ncsc2c1)N1CCCCC1	7	3	-4
44	-1	4	11	7	-7	7	1	CCN1CCN(CC(=O)c2ccc(C)cc2)CC1	4	1	-4
45	-1	1	0	6	2	2	-4	N#Cc1c(/N=C/c2ccco2)sc2c1CCCCC2	-1	-15	-4
46	-10	-4	5	2	-7	0	-1	CCOC(=O)c1ccc(C(=O)NNC(=O)C2C3C=CC(C3)C2C(=O)O)cc1 (stereo not drawn)	7	-1	-4
47	-2	-5	-2	0	-2	4	6	COc1cc(C(c2c(C)[nH][nH]c2=O)c2c(C)[nH][nH]c2=O)ccc1OS(=O)(=O)c1ccc(C)cc1	-5	-1	-3
48	-6	3	5	-2	8	4	-6	O=C(O)COCC(=O)NC1CCN(Cc2ccccc2)CC1	11	5	-1
49	-6	4	-9	-3	-9	3	6	O=S(=O)(c1cccc(Cl)c1)N1CCSc2ccccc21	2	-1	0
50	-10	-3	-1	0	-6	0	10	Cc1ccc(S(=O)(=O)Nc2nc(-c3ccccc3)cs2)cc1	6	-5	-4

Individual results from the list:
no. 38 – ADAM17 inh = -10
no. 35 – ADAM17 inh = -4
no. 44 – PLCb3 inh = -1

From PubChem
